Compound activity from PubChem BioAssay.
thrombin 1536 – thrombin (human) inhibition; P00734; alpha-thrombin, Boc-VPR-AMC fluorogenic substrate cleavage; inhibition, % at 5 µM; 220,000 compounds, 0.26% hits; AID 1046;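 active = inhibition at or above 40%; inactive = inhibition below 40%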;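 also: 0% = enzyme with no compound and 100% = wells without enzyme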
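System – human alpha-thrombin protein · Reagent – Boc-VPR-AMC substrate, 15 µM final · Compound – 5 µM single dose in 0.2% DMSO · Schedule – reaction at room temperature · Technique – AMC fluorescence at 355 nm excitation and 460 nm emission · Read-out basis – % inhibition relative to enzyme controls and enzyme-free blanks · Control set – no-compound enzyme wells and no-enzyme blanks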
p97 inhibitor – blocks human p97 ATPase activity. P55072. recombinant p97 ATPase, Kinase-Glo ATP luminescence, 3 h. inhibition, % at 8 µM. 220,000 compounds, 0.42% hits. AID 1481; in the data active = inhibition above about 15%;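 also: 0% = DMSO vehicle and 100% = wells lacking enzyme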
PERK inh – human PERK inhibition, primary cell-based screen; Q9NZJ5; CHO PERK-DD fusion, SEAP luminescence translation reporter; inhibition, % at 5.6 µM; 220,000 compounds, 0.17% hits;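 active = inhibition above the mean inhibition of all tested compounds plus 3 SD, set separately per screening campaign, cut at about 2.9% in these data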;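 also: PERK kinase domain activated by AP20187 dimerizer at 100 nM; 0% = DMSO with dimerizer and 100% = rapamycin at 8.4 µM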
FXIa inh 1536 – blocks human coagulation factor XIa protease activity. P03951. inhibition, % at 5 µM. 220,000 compounds, 0.14% hits. AID 798. purified FXIa, Boc-Glu-Ala-Arg-AMC fluorogenic substrate;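 active = inhibition of at least 40%; inactive = inhibition below 40%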;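 also: fluorescence of freed AMC excited at 355 nm; 0% = enzyme without compound and 100% = no enzyme blank; many of its hits are not listed in these tables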
Target sequence (P03951 19-387 limits assumed): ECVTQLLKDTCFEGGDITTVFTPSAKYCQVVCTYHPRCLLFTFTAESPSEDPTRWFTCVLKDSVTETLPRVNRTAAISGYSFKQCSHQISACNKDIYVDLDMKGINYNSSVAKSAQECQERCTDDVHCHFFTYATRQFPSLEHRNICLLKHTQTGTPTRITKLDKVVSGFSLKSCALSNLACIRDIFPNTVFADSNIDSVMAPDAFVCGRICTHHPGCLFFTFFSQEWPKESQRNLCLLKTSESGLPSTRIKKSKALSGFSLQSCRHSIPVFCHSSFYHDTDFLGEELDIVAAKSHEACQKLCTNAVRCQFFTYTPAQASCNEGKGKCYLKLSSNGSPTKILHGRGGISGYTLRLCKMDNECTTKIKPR
Target sequence (P03951 388-625 limits assumed): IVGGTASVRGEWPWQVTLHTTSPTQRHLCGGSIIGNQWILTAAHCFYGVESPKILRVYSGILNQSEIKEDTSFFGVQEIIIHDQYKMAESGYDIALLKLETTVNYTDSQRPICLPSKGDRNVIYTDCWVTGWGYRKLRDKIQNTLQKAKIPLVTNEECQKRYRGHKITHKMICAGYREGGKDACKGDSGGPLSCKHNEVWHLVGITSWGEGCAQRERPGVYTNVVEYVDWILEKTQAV
Furin inhibitor – inhibitors of human furin | P09958 | 220,000 compounds, 0.061% hits | purified furin, fluorogenic substrate cleavage | inhibition, % at 30 µM; in the data active = inhibition above about 25%; also: inactives centre near -15
hK5 inh – blocks human kallikrein 5 protease activity; Q9Y337; recombinant hK5, fluorogenic AMC substrate cleavage; inhibition, % at 5 µM; 210,000 compounds, 0.59% hits; AID 873;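 active = inhibition of 40% or more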;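 also: 0% = enzyme controls without compound and 100% = no-enzyme blanks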
Target sequence (Q9Y337 67-293 limits assumed): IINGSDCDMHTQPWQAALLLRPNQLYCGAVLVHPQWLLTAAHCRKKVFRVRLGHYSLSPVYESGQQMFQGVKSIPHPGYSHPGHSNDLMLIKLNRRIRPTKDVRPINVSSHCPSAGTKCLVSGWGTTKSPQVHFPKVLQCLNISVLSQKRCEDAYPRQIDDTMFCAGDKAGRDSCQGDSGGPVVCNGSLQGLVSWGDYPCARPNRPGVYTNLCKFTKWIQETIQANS
Wee1 stabilizer – inhibitors of human Wee1 degradation; HeLa Luc-Wee1K328M stability, luciferase luminescence; 100% = proteasome inhibitor MG132 effect; AID 1321; P30291; 220,000 compounds, 1.2% hits; reporter increase, % at 5 µM;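 active = activation above the mean of all tested compounds plus 3 SD, set per screening run, cut at about 8.8% in these data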;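 also: cells exposed to compound for 20 h before luminescence read; 0% = DMSO alone and 100% = MG132 at 30 µM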
KCC2 mod – modulates chloride dependent transport by human KCC2; KCC2 cells, thallium flux FluoZin-2 fluorescence; AID 1456; Q9H2X9; 190,000 compounds, 2.2% hits; B-score of Tl+ flux slope (higher = more flux/activation; lower = inhibition) at 10 µM;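 active = thallium flux slope and its plate-corrected score both differing from the plate sample mean at a set confidence after two filtering rounds, in either direction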;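 also: slope of fluorescence scaled to starting intensity during 10 to 20 s after thallium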
FXIIa inh 1536 – inhibitors of human coagulation factor XIIa. P00748. purified FXIIa, Boc-QGR-AMC fluorogenic substrate, 2 h. inhibition, % at 5 µM. 220,000 compounds, 0.3% hits; in the data active = inhibition above about 40%;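 also: 0% = enzyme with no compound and 100% = blank without enzyme; many of its hits are not listed in these tables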
* = called active by the depositor; . = not tested or not shown; [ ] = another dose, or the depositor's remark.

SMILES	thrombin 1536	p97 inhibitor	PERK inh	FXIa inh 1536	Furin inhibitor	hK5 inh	Wee1 stabilizer	KCC2 mod	FXIIa inh 1536
CCOC(=O)Nc1cc(=O)c2ccccc2o1	-5	-2	0.1	-6	-4	11	2	.	1
O=c1[nH]c2ccc(Cl)cc2c(-c2ccccc2)c1SC(=S)N1CCCCC1	1	-6	-1.7	1	2[20 µM]	-8	0	1.3	8
CCOC(=O)C1=C(C)NC(=O)NC1c1ccc(N(C)C)cc1 (centres undefined)	-2	1	1.4	3	-16	-7	-2	.	3
CCOc1ccc(NC(=O)c2ccc3c(SCC(=O)O)c4c(nc3c2)CCCC4)cc1	-4	-3	1.0	-3	-15	0	0	0.11	10
CC(C)OP(=O)(c1ccc(N(C)C)cc1)C(Nc1ccccc1)c1ccccc1 (centres undefined)	0	-7	-2.2	1	-10	-5	-1	-2.7	6
CCC(C)N(C)C1CCN(C(=S)Nc2cccc(OC)c2)CC1 (centres undefined)	-3	3	0.7	-5	-20	-9	1	-0.9	4
O=C(C[n+]1cccc(NC(=O)c2ccccc2)c1)c1ccc(NC(=O)c2ccccc2)cc1	1	11	-0.1	-1	-19[20 µM]	-16	-2	-1	8
O=C(c1ccccc1C(=O)N1CCN(c2ccccc2)CC1)N1CCN(c2ccccc2)CC1	-8	-4	-1.2	-3	-4[20 µM]	8	0	0.043	7
CCCCn1c(=O)[nH]c(=O)c2c1nc(-c1ccc(-c3ccc(F)cc3)o1)n2C	-8	-4	0.0	-12	-44	-11	1	0.45	-23
O=c1c2cc(Br)ccc2[nH]c(=S)n1Cc1ccccn1	-5	0	-0.3	0	-22	-13	1	35*	-1
O=C(O)CCCCCn1c(SCC(=O)Nc2ccc(F)cc2)nc2ccsc2c1=O	-9	6	0.7	-3	-20	1	3	-0.19	5
COCCNC(=O)C(OC(=O)CC1Sc2ccccc2NC1=O)c1ccccc1 (centres undefined)	4	-8	-1.5	5	-14[20 µM]	-3	0	0.77	17
COc1ccc(NC(=O)C(c2cc3c(cc2[N+](=O)[O-])OCO3)N(C)C)cc1 (centres undefined)	-9	-2	-0.1	-2	-12	-17	1	-0.35	8
C/C(Cn1nc([N+](=O)[O-])cc1C)=N\NC(=O)c1cccc(Br)c1	-3	5	-0.4	5	-16[20 µM]	-9	-1	0.077	6
CCn1c(SCC(=O)Nc2nc(C)c(C)s2)nnc1-c1ccco1	7	-3	0.1	4	-8	-7	-3	-0.71	14
CC1CN(CCn2cnc3c(N)ncnc32)CC(C)O1 (centres undefined)	0	3	0.5	10	-26	1	3	-0.22	6
Cc1onc(-c2c(F)cccc2Cl)c1C(=O)OCC(=O)NC(=O)NCC(C)C	-14	-4	0.3	-2	-21	5	0	-1.2	5
CC/C(=N/Nc1ccccc1C)c1cnnc(SC)n1	-4	1	-0.4	7	-16	-6	4	.	10
Cc1cc2cc(CN(Cc3cccs3)Cc3nnnn3CC3CCCO3)c(=O)[nH]c2cc1C (centres undefined)	4	-2	-1.2	5	-15	-5	-2	-1.3	9
Cc1cc(C)c(OCCOCCN(C)C)c(Br)c1	1	10	1.0	7	-6	-20	3	1.5	10
Clc1ccc(OCc2nc(-c3ccncc3)no2)c(Br)c1	-4	-6	0.4	7	-13	-1	-1	0.2	13
N=c1sccn1CC(=O)Nc1cccc(S(=O)(=O)N2CCCCCC2)c1	34	-2	0.2	1	-19	4	-1	0.054	8
Clc1ccc(OCCOCCOc2cccc3cccnc23)c(Br)c1	-6	-2	-0.7	1	-26	-23	2	0.56	6
c1ccc(CNc2ccc3ccccc3n2)nc1	-1	-1	-0.9	2	-11	-1	3	0.73	7

A section taken from the entries so far:
SMILES	thrombin 1536	p97 inhibitor	PERK inh	FXIa inh 1536	Furin inhibitor	hK5 inh	Wee1 stabilizer	KCC2 mod	FXIIa inh 1536
O=C(O)CCCCCn1c(SCC(=O)Nc2ccc(F)cc2)nc2ccsc2c1=O	-9	6	0.7	-3	-20	1	3	-0.19	5
COCCNC(=O)C(OC(=O)CC1Sc2ccccc2NC1=O)c1ccccc1 (centres undefined)	4	-8	-1.5	5	-14[20 µM]	-3	0	0.77	17
COc1ccc(NC(=O)C(c2cc3c(cc2[N+](=O)[O-])OCO3)N(C)C)cc1 (centres undefined)	-9	-2	-0.1	-2	-12	-17	1	-0.35	8
C/C(Cn1nc([N+](=O)[O-])cc1C)=N\NC(=O)c1cccc(Br)c1	-3	5	-0.4	5	-16[20 µM]	-9	-1	0.077	6
CCn1c(SCC(=O)Nc2nc(C)c(C)s2)nnc1-c1ccco1	7	-3	0.1	4	-8	-7	-3	-0.71	14
CC1CN(CCn2cnc3c(N)ncnc32)CC(C)O1 (centres undefined)	0	3	0.5	10	-26	1	3	-0.22	6
Cc1onc(-c2c(F)cccc2Cl)c1C(=O)OCC(=O)NC(=O)NCC(C)C	-14	-4	0.3	-2	-21	5	0	-1.2	5
CC/C(=N/Nc1ccccc1C)c1cnnc(SC)n1	-4	1	-0.4	7	-16	-6	4	.	10
Cc1cc2cc(CN(Cc3cccs3)Cc3nnnn3CC3CCCO3)c(=O)[nH]c2cc1C (centres undefined)	4	-2	-1.2	5	-15	-5	-2	-1.3	9
Cc1cc(C)c(OCCOCCN(C)C)c(Br)c1	1	10	1.0	7	-6	-20	3	1.5	10
Clc1ccc(OCc2nc(-c3ccncc3)no2)c(Br)c1	-4	-6	0.4	7	-13	-1	-1	0.2	13
N=c1sccn1CC(=O)Nc1cccc(S(=O)(=O)N2CCCCCC2)c1	34	-2	0.2	1	-19	4	-1	0.054	8
Clc1ccc(OCCOCCOc2cccc3cccnc23)c(Br)c1	-6	-2	-0.7	1	-26	-23	2	0.56	6

The list continues.
SMILES	thrombin 1536	p97 inhibitor	PERK inh	FXIa inh 1536	Furin inhibitor	hK5 inh	Wee1 stabilizer	KCC2 mod	FXIIa inh 1536
Cc1cc(C[n+]2ccccc2)c2nsnc2c1	0	4	1.2	-59	-28[20 µM]	2	-3	.	12
C/C=C/C=C/C(=O)Nc1cccc(C2=NOC3(C2)C[C@H](C(N)=O)N(C(=O)CC(c2ccccc2)c2ccccc2)C3)c1 (some centres undefined)	-2	.	.	-1	-18	-3	.	0.19	6
O=[N+]([O-])c1ccc(Cl)c(/C=N/n2c(C3CCCCC3)n[nH]c2=S)c1	-2	6	1.7	4	-26	-3	-2	.	11
O=C(/C=C/c1ccc([N+](=O)[O-])cc1)Nc1cccnc1	4	-6	0.3	5	-1[20 µM]	-4	10*	-1.1	13
O=[N+]([O-])c1cnc2nc(-c3ccncc3)nn2c1O	2	-10	0.8	3	-2	6	-4	-1.8	8
O=C(CCCCCNC(=O)c1ccccc1Br)N=Nc1c(O)[nH]c2ccccc12	8	-2	0.0	-1	-25	-14	1	-0.089	-1
Cc1ccc(-n2c(SCC(=O)N/N=C/c3ccc(C)s3)nnc2-c2ccccc2)cc1	-4	-4	-1.3	-11	-3	-1	0	-2.2	7
CCC1=NN(C(=O)C(=O)NCCc2ccccc2)C(O)(C(F)(F)F)C1 (centres undefined)	-6	-5	-0.8	-7	1[20 µM]	0	-2	-0.81	2
COc1ccc(C(=O)C/C(=C\C(=O)c2ccc(C)cc2)c2ccccc2)cc1	0	3	1.0	-4	-9[20 µM]	-19	0	-0.13	8
Cc1cc(C)cc(N(CC(=O)N2CCn3c2nc2ccccc23)S(=O)(=O)c2c(C)noc2C)c1	-3	2	1.2	2	-28	-2	-2	0.02	13
CC(C)(C)C(=O)NCCCc1ccccc1	3	-2	0.6	11	-20[20 µM]	-7	4	0.87	11
COc1ccccc1N1CCN(C(=O)c2oc3ccc(Br)cc3c2C)CC1	0	3	1.8	6	-24	-10	-3	0.45	6
C=CCCCCCCCCC(=O)Nc1ncccn1	0	2	0.9	1	-14	2	5	1.1	7
COc1ccc(N(CC(=O)N2CCC(C)CC2)S(=O)(=O)c2c(C)nn(C)c2C)cc1	-12	-2	-0.2	-2	-18	-26	-2	.	6
Cc1cc(NC(=O)CSc2nnc(NC(=O)C3CC(=O)N(c4ccccc4C)C3)s2)no1 (centres undefined)	0	6	0.3	2	-20	-15	-1	-0.29	6
COc1ccc(C2CC(c3cccs3)=NN2C(=O)CSc2nncn2C)cc1OC (centres undefined)	-9	0	1.0	-3	-17	-4	-1	0.49	5
COc1ccc(NC(=O)Cn2c(=O)n(CC3CCCO3)c(=O)c3ccccc32)c(OC)c1 (centres undefined)	-7	3	0.8	-1	-13	-1	5	-0.63	7
Cc1cc(N/N=C\c2ccccc2)nc(-c2ccccc2O)n1	0	1	-0.8	-5	-2	-11	-1	0.6	12
COc1ccc(CN=C2NN=C(c3ccc(Cl)cc3)CS2)cc1	.	8	-0.2	0	-30	-4	0	-0.35	4
COc1ccc(OC)c(NC(=O)c2cc(-c3ccc(C)cc3O)n[nH]2)c1	0	3	-0.9	-2	-31	1	3	0.017	8
CC(=O)c1cccc(NC(=S)N2c3ccccc3CC2C)c1 (centres undefined)	0	3	2.7	-2	-20	-3	0	-0.38	8
CCCCOC(=O)Nc1cc(C(=O)OC)ccc1C(=O)OC	-8	4	1.1	-28	-16	-19	-1	-0.46	-17
CCCNC(=O)C/C(C)=N/NC(=O)C(=O)Nc1ccccn1	-2	0	0.6	0	-11	6	1	-0.9	7
O=C(O)c1cc(-c2ccccc2)nc2nc(N3CCCCC3)sc12	-3	4	0.6	-7	-113	-27	0	-1.4	-12
O=C(NNC1CC(=O)N(c2ccc3c(c2)OCCO3)C1=O)c1ccc(Cl)cc1 (centres undefined)	2	-1	0.3	-7	-14	-17	0	1.9	-1
COc1ccc(N2C3=C(C(=O)CC(C)(C)C3)C(c3ccccc3OC)C3=C2CC(C)(C)CC3=O)cc1	-5	4	0.9	-1	-21	0	-2	-1.3	5
COc1cc(OCC(N)=O)cc(OC)c1OC	-1	3	1.7	9	-14	-3	0	0.71	4
O=C(COc1ccc(Cl)c(Cl)c1)NN1C(=O)C2C(C1=O)C1C=CC2C12CC2 (centres undefined)	0	2	0.8	-1	-17	-1	4	0.38	6
Cc1ccc(/C(N)=N/OC(=O)/C=C/c2ccccc2)cc1	0	-7	-0.3	1	3[20 µM]	-1	1	-1.2	11
CC(Sc1nc2ccccc2s1)C(=O)Nc1ccc2c(c1)OCO2 (centres undefined)	-2	2	0.4	3	-8	-21	0	-0.26	13
O=C(CN1CCN(CC(=O)Nc2ccccc2Cl)CC1)Nc1ccc2c(c1)OCCO2	-1	3	-0.8	2	-16	6	0	.	11
Oc1nc(Nc2ccc(F)cc2)sc1/C=C1\C=Nc2ccccc21	0	12	1.5	-3	-20	4	0	-0.64	14
COc1ccc(-c2csc3nc(-c4ccc(C)cc4)oc(=O)c23)cc1OC	-3	5	0.6	7	-15	-5	0	1.2	6
CCCCn1c(=N)n(CC(O)COc2ccc(C)cc2)c2ccccc21 (centres undefined)	-5	4	-1.6	1	-20	-16	-1	0.08	4
Cc1nn(CC(=O)c2ccc(Cl)s2)c(C)c1[N+](=O)[O-]	12	-4	0.3	43*	-13	24	1	.	28
CCCCCC(=O)NNC1=NCC(Cc2ccccc2)S1 (centres undefined)	-2	0	0.1	-5	-21	-37	5	-2.5	-3

Part of the list above, reformatted.
Order of values – thrombin 1536	p97 inhibitor	PERK inh	FXIa inh 1536	Furin inhibitor	hK5 inh	Wee1 stabilizer	KCC2 mod	FXIIa inh 1536
Cc1nn(CC(=O)c2ccc(Cl)s2)c(C)c1[N+](=O)[O-]
 : 12	-4	0.3	43*	-13	24	1	.	28
CCCCCC(=O)NNC1=NCC(Cc2ccccc2)S1 (centres undefined)
 : -2	0	0.1	-5	-21	-37	5	-2.5	-3
